PTAP TSG101 blk = blocks PTAP/TSG101 interaction to inhibit HIV-1 budding; Q99816; Fluorescence polarization, FITC-PTAP peptide / Tsg101 binding; Potency, µM (doses to about 115 µM), without a hit: at the top dose activity change, negative = inhibition, most hits filed as inhibitors; 340,000 tested, under 10 active; active means well fitted inhibition curve with a large enough effect in the main read-out, with a control signal flat, not every such curve was filed as active; inconclusive means small, poorly fitted or top-dose-only effect, or effect the other way, or a change in a side signal; inactive means no such curve, though single readings can be large or run the other way; further: potency means the concentration at half of the fitted maximal effect; % of control where 0% means no effect
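Tsg101 binding domain (10 uM final) was mixed with compound and a FITC-labeled PTAP peptide (50 nM final) in HEPES pH 7.5 buffer with NaCl, Tween 20, EDTA and TCEP; fluorescence polarization was read after 20 min at r.t.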
MBNL1 CUG block = blocks human MBNL1 binding to CUG repeat RNA. TR-FRET MBNL1-His/biotin-(CUG)12 binding, 665/545 ratio. hit rate 0.036% among 280,000. Potency, µM (series often up to 57.5 µM), for inactives: top-dose activity change, negative = inhibition, actives largely listed as inhibitors. Q9NR56; active means well fitted inhibition curve with a large enough effect in the signal ratio, with a control signal flat, not every such curve was filed as active; inconclusive means small, poorly fitted or top-dose-only effect, or effect the other way, or a change in a side signal; inactive means no such curve, though single readings can be large or run the other way; the % refers to the signal ratio; further: potency means the concentration at half of the fitted maximal effect; on the % scale 0 is the no-effect control and ±100 the full control effect
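Compounds (final 92 nM to 58 uM) are added to His-tagged MBNL1 and biotin-(CUG)12, then terbium anti-His antibody and streptavidin-XL665 (5 nM final). After 60 min at room temperature, the 665/545 nm ratio is read.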
S-ASM inh = blocks human secretory acid sphingomyelinase; P17405; placental ASM, HMU-PC fluorogenic substrate, 60 min; Potency, µM (doses to about 57.5 µM), for inactives: top-dose activity change, negative = inhibition, actives largely listed as inhibitors; AID 504937; hit rate 0.006% among 340,000; further: potency means the concentration at half of the fitted maximal effect
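HMU-PC0 cleavage (9 uM final) by human placental ASM, 60 min at 37 °C following 10 min compound exposure at RT; stopped at pH 10, fluorescence Ex 386/Em 447 nm.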
MLL CXXC-DNA inh = inhibitors of human MLL CXXC domain-DNA interaction | hit rate 0.037% among 290,000 | Potency, µM (highest dose often 115 µM), without a hit: at the highest dose activity change, negative = inhibition, usual class: inhibitors | MLL-CXXC / FITC-HOXA9 DNA fluorescence polarization | Q03164; active means well fitted inhibition curve with a large enough effect in the polarisation, with a control signal flat, not every such curve was filed as active; inconclusive means small, poorly fitted or top-dose-only effect, or effect the other way, or a change in a side signal; inactive means no such curve, though single readings can be large or run the other way; the % refers to the polarisation; further: potency means the concentration at half of the fitted maximal effect
Target sequence (Q03164 whole entry, looked up, the tested form may be a part): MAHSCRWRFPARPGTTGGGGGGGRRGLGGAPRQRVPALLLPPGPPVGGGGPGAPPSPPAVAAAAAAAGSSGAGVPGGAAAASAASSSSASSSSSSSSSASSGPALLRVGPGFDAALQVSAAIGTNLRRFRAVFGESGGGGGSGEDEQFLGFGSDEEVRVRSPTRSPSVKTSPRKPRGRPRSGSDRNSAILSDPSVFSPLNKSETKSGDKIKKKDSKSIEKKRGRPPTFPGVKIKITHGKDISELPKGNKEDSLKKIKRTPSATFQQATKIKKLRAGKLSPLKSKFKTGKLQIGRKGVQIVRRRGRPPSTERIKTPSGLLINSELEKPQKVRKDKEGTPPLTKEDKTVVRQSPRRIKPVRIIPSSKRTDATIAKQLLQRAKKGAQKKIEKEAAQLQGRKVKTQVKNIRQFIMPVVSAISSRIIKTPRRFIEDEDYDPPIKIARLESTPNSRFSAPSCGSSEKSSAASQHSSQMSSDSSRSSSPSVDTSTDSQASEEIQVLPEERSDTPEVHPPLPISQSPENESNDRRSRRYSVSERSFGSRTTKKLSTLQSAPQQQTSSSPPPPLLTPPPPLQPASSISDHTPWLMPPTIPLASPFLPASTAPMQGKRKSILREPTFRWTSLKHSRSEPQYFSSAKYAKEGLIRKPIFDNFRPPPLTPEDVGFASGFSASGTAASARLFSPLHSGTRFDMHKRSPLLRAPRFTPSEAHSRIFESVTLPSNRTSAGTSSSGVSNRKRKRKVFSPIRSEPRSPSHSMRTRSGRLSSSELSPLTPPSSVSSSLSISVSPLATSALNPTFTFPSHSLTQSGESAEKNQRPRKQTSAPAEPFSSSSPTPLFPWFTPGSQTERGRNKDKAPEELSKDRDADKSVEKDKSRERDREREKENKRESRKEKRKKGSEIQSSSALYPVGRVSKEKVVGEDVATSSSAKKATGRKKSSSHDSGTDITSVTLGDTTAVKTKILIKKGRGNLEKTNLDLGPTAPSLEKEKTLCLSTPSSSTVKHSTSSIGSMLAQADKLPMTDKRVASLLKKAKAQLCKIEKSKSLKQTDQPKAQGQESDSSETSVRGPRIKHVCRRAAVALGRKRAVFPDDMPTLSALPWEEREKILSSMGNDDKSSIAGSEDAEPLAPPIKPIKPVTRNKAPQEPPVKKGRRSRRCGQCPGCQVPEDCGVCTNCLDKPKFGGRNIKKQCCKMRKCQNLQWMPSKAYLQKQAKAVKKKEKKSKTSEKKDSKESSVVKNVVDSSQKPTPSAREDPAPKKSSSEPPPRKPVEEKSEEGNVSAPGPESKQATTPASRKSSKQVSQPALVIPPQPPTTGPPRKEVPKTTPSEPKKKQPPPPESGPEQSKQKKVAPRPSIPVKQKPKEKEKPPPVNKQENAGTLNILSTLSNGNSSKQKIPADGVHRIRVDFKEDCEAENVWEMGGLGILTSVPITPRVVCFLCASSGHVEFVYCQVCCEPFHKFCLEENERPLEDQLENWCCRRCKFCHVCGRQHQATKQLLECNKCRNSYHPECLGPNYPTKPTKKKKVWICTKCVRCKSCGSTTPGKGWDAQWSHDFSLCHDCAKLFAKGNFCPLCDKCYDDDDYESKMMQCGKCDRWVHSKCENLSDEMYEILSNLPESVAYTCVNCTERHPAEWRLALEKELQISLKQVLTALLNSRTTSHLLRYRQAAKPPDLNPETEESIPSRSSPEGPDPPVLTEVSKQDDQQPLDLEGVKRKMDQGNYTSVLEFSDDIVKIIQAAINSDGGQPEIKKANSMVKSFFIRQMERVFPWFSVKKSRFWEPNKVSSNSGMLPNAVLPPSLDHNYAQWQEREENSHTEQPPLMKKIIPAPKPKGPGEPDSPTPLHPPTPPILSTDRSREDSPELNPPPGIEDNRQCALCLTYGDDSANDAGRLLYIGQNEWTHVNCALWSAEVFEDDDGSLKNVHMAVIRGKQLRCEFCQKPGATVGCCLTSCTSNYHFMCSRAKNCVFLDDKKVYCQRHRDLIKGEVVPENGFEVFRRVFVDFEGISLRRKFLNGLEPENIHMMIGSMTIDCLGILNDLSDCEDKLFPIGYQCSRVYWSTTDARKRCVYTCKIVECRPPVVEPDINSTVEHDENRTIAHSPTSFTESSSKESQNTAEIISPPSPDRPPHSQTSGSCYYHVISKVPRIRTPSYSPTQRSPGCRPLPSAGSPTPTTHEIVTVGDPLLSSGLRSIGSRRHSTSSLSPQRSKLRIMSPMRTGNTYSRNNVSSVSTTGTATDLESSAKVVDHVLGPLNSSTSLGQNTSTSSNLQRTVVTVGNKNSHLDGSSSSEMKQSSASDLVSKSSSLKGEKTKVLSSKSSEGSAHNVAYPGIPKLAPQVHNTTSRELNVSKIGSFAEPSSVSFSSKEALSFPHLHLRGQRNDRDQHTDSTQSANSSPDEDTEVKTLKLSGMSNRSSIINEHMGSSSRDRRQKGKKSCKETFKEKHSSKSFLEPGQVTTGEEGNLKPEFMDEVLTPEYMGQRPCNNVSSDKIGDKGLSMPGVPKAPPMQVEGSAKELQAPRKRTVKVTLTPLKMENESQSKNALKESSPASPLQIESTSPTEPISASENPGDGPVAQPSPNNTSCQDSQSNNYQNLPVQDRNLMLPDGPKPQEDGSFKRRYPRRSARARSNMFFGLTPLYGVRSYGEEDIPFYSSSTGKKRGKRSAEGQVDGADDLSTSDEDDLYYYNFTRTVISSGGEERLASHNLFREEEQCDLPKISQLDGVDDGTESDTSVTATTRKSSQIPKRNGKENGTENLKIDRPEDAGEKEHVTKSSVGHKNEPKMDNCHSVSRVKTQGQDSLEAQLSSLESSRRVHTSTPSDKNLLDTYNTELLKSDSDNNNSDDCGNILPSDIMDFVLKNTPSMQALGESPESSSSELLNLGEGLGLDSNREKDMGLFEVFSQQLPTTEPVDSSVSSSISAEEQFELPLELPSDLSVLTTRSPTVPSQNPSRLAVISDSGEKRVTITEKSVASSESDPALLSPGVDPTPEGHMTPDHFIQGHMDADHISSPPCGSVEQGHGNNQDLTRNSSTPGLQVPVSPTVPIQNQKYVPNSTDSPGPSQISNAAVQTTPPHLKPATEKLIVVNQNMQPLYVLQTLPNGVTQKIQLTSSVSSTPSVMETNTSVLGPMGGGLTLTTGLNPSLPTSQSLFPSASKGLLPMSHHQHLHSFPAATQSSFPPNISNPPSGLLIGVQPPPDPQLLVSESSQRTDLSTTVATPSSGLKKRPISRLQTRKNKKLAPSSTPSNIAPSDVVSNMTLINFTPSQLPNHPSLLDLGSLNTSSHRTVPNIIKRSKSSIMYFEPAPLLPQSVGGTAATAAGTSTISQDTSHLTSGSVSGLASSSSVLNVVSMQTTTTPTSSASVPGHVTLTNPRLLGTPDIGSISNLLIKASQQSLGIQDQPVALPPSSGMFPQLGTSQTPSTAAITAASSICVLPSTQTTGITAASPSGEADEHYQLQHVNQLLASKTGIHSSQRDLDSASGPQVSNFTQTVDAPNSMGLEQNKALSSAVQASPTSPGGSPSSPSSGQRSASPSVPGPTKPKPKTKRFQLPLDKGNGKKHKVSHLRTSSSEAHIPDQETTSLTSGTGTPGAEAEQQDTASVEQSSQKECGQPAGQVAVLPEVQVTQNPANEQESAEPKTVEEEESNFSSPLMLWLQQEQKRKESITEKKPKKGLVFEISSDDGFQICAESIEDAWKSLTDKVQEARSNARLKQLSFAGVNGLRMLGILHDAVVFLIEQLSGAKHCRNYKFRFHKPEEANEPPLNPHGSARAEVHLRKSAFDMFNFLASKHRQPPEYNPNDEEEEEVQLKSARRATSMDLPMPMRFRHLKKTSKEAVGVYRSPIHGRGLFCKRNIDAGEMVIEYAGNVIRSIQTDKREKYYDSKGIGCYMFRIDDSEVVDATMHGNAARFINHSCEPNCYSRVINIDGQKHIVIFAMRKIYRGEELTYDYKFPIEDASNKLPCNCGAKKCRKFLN
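Purified MLL-CXXC (added from a 7 uM solution) was preincubated 5 min at ambient with pinned compounds in 50 mM Tris-HCl pH 7.5, 50 mM NaCl, 1 mM DTT, 0.05% BSA. Fluorescein-labeled HOX-A9 DNA (50 nM solution) followed, 30 min, then polarization read.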
Menin-MLL TR inh = displaces Texas Red mutant MLL peptide from human menin; Potency, µM (series often up to 61.6 µM), for inactives: at the highest dose FP activity change, negative = inhibition, usual class: inhibitors; hit rate 0.23% among 270,000; AID 1768; O00255; Menin + Texas Red MLL mutant peptide, fluorescence polarization; active means well fitted inhibition curve with a large enough effect in the polarisation, with a control signal flat, not every such curve was filed as active; inconclusive means small, poorly fitted or top-dose-only effect, or effect the other way, or a change in a side signal; inactive means no such curve, though single readings can be large or run the other way; the % refers to the polarisation; further: potency means the concentration at half of the fitted maximal effect; % of control where 0% means no effect; many of its hits are not listed in these tables
AT treatment = potential ataxia-telangiectasia treatments restoring KAP-1 phosphorylation | Potency, µM (doses to about 57.5 µM), without a hit: top-dose activation, hits mostly activators | hit rate 0.19% among 320,000 | AID 485349 | […] A-T fibroblasts, KAP-1 phosphorylation AlphaLISA; neocarzinostatin DNA damage 30 min before lysis; further: potency means the concentration at half of the fitted maximal effect; % of control where 0% means no effect; nearly all actives have a fitted effect of over 45% in size
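hTERT-immortalized A-T patient fibroblasts ([…]), 500 cells/well in OPTI-MEM, 1% FBS, got compounds for 60 min, then NCS for 30 min at 37C. Lysates were then assayed for phospho-KAP-1 by AlphaLISA (anti-pKAP1 donor, anti-KAP1 acceptor beads), 6 hr at 25C.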
TSHR antagonist = antagonists of human thyroid stimulating hormone receptor; P16473; TSHR-expressing cells, TSH-stimulated cAMP HTRF, 2 h; active compounds read low; activity change, negative = inhibition, % at 11.5 µM; hit rate 0.2% among 330,000;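 active means activity change below a set negative limit, meaning inhibition stronger than a set level, cut at about -70% in these data; inconclusive means activity change between two set negative limits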; further: on the % scale 0 is the no-effect control and ±100 the full control effect
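Antagonism was scored as loss of TSH-driven cAMP in TSHR cells, stimulated with 4nM TSH (EC80) for 2 hours at 37 deg C and detected by homogeneous HTRF competition immunoassay.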
Integrin act MD = integrin-mediated muscular dystrophy alleviation activation | alpha7betagal myoblasts, beta-gal FDG fluorescence, 48 h | Potency, µM (titrated, usually from 38.3 µM), without a hit: top-dose activation, most hits filed as activators | hit rate 0.064% among 350,000;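 further: potency means the concentration at half of the fitted maximal effect; 100% = response of the positive control SU9516; nearly all actives have a fitted effect of over 60% in size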
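Alpha7betagal+/- myoblasts (passage 13) were plated 16-24 hr, then exposed to compounds (1:260 dilution of DMSO stock) for 48 hours at 37C. After MPER lysis, β-galactosidase reporter activity was read as FDG fluorescence (ex 480/em 540) after 30 minutes.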
TCR act = T cell receptor activation; primary human leukocytes, anti-CD3, IL-2 HTRF, 48 h; Potency, µM (doses to about 9.22 µM), without a hit: at the highest dose activation of IL-2 secretion, hits mostly activators; 330,000 tested, under 10 active; further: % of control where 0% means no effect
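Activity was scored as IL-2 release from primary human leukocytes given only a TCR signal (a-CD3 beads) plus compound for 48 hr. Detection used a two-antibody HTRF format read at 665nm.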
Mito fusion act = blocks mitochondrial division or promotes mitochondrial fusion | S. cerevisiae fusion-defective mutant growth rescue, CellTiterGlo 48 h | AID 485298 | hit rate 0.23% among 320,000 | Potency, µM (series often up to 46.1 µM), without a hit: top-dose growth rescue (activation), actives largely listed as activators;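 further: potency means the concentration at half of the fitted maximal effect; % of control where 0% means no effect; nearly all actives have a fitted effect of over 45% in size; temperature-sensitive fusion mutants such as fzo1-1 at 37 °C on non-fermentable ethanol glycerol medium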
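Yeast fusion mutant, YPEG (non-fermentable carbon), compound, 48 h at 37C non-permissive; CellTiterGlo added, 10 min RT, luminescence read. Rescued growth = division inhibition.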
Starred values were filed as active, the others as inactive; ? = inconclusive; nt = no result given; & = joins results of further samples; [ ] = remark or other dose. Unless noted, the call rests on the fitted dose curve; in most records, active means well fitted curve in the direction sought with a large enough effect; inconclusive means small, poorly fitted or top-dose-only effect, or another doubt; inactive means no such curve, though single readings can be large; an effect the other way counts as inactive or inconclusive. This is a subset; the hit share may differ from the screen's.

SMILES	PTAP TSG101 blk	MBNL1 CUG block	S-ASM inh	MLL CXXC-DNA inh	Menin-MLL TR inh	AT treatment	TSHR antagonist	Integrin act MD	TCR act	Mito fusion act
Cc1nnc(SCc2nnc(-c3ccc(Cl)cc3)o2)n1-c1ccccc1	0%	-13%	-1%	2%	-9%	8%	6	-15%	-1%	0%
CCN(CC)C(=O)c1sc(NC(=O)c2cc(-c3ccc(C)s3)nc3ccccc23)c(C(=O)OC)c1C	-2%	-7%	30%	1%	-14%	-1%	-16	-14%	3%	0%
CC(=O)Nc1ccc(C(=O)OCC(=O)N(Cc2ccccc2)C(C)(C)C)cc1	-5%	-2%	-5%	0%	?	0%	-2	4%	3%	4%
COCCn1c(SCC(=O)Nc2cccnc2Cl)nc2cc(Cl)ccc2c1=O	-5%	nt	-3%	nt	nt	0%	103	1%	-7%	10%
Cc1ccc(CNC(=O)C(NS(=O)(=O)c2cccc3nsnc23)c2ccccc2)cc1 (stereo not drawn)	-2%	?	-2%	9%	-2%	0%	-18	-21%	-8%	-1%
COC(=O)/C=C1\N/C(=N\c2nc(C)cc(C)n2)N(c2ccc(C)cc2)C1=O	-4%	nt	6%	?	1%	0%	1	-7%	-1%[46.1 µM]	-7%
Cc1cc(C)cc(C(=O)NC(CC(N)=O)c2ccc(NC3CCCCC3)c([N+](=O)[O-])c2)c1 (stereo not drawn)	-1%	0%	-5%	9%	nt	14%	-3	24%	12%	-1%
COC(=O)C1=C(C)OC(N)=C(C#N)C1c1cc(OC)ccc1OC (stereo not drawn)	-1%	8%	3%	-3%	nt	4%	-7	-10%	1%	0%
COc1cc(C(=O)Oc2cc(C)cc(C)c2)cc(OC)c1OC	0%	-7%	-10%	-1%	?	-2%	7	2%	1%[46.1 µM]	-2%
CC(C)(C)OC(=O)N1CCCN(C(=O)c2ccc(Cl)cc2)CC1	-4%	2%	5%	10%	?	25%	-8	1%	11%	6%
CCN1CCN(c2ccc(NC(=O)c3ccc4c(c3)OCCO4)cc2C)CC1	-4%	nt	0%	nt	nt	7%	-10	9%	-8%	-1%
CCOc1ccc(C(=O)NC(=S)Nc2ccccc2N2CCCCC2)cc1[N+](=O)[O-]	0%	nt	-5%	2%	-13%	-11%	16	-24%	-4%[46.1 µM]	8%
Cc1ccc(-c2onc3ccc(C(=O)/C=C/N(C)C)cc23)cc1	-3%	?	-2%	18%	23%	1%	-6	3.5µM*	-1%	9%
COc1ccccc1N(CN1CCCC1=O)C(=O)c1ccccc1F	-2%	-4%	2%	-3%	-3%	3%	-7	3%	3%	1%
CC(Cc1ccccc1)C(=O)N(C)Cc1ccccc1 (stereo not drawn)	0%	-3%	2%	12%	-11%&3%	-5%	10	0%	-4%	13%
CC(=O)N1c2ccccc2NC2=C(C(=O)CCC2)C1c1cccnc1 (stereo not drawn)	0%	0%	-3%	-11%	-1%	2%	-5	0%	11%	1%
Cc1[nH]c(=O)c(C#N)cc1-c1ccncc1	0%	6%	-3%	-6%&-5%&-2%	13%	0%	-36&20	nt	-3%	-25%&0%
COCCCNC(=O)C1Cc2cc(S(=O)(=O)N3CCCC3)ccc2N1C(C)=O (stereo not drawn)	-3%	2%	4%	2%	nt	5%	-12	0%	1%	1%
C[C@H](NC(=O)NCc1ccc(F)cc1)C(=O)O	-12%	-8%[11.5 µM]	-1%	8%	-8%	1%	3	11%	-1%[46.1 µM]	7%
COc1ccc(NC(=O)c2cccnn2)cc1	-9%	-9%	-3%	14%	17%	-4%	6	-1%	1%	11%
CCCn1c2ccccc2c2cnn(CC(=O)NCCCN3CCCCC3CC)c(=O)c21 (stereo not drawn)	-7%	-4%	-3%	-6%	-29%	-6%	8	-60%[inhibitor]	1%	7%
Cc1cc(C)nc(NC(=O)c2ccc(Cl)c([N+](=O)[O-])c2)n1	-6%	nt	7%	7%	nt	-5%	-3	-7%	12%	-8%
Cc1ccc(NC(=O)COc2ccc(N(C)S(=O)(=O)c3ccc(F)cc3)cc2)cc1	-2%	nt	0%	nt	nt	-3%	13	21%	-19%	16%
CCc1nnc(NS(=O)(=O)c2ccc(N/C=C\C(=O)c3cccc4ccccc34)cc2)s1	-2%	nt	32%[activator]	10%	2%	-4%	16	14%	7%[46.1 µM]	-1%
CCN(CC)S(=O)(=O)c1ccc2[nH]cc(C(=O)NCCCN3CCCCC3C)c(=O)c2c1 (stereo not drawn)	-5%	-2%	2%	-3%	-6%	-4%	-2	10%	0%	1%
Cc1csc(NC(=O)CCCNC(=O)c2ccc(Cl)cc2)n1	-2%	nt	-1%	nt	nt	13%	9	22%	1%	-5%
CC(=O)Nc1ccc(Cl)cc1C(=O)O	0%	-13%	3%	0%	-29%	-5%	7	9%	-4%	-3%
O=C(CSc1nc2nc(-c3cccs3)cc(C(F)(F)F)c2c(=O)[nH]1)C(F)(F)F	-7%	?	nt	?	-18%	2%	16	8%	1%	27%
Clc1ccc(CN2CCN(c3ncccn3)CC2)cc1Cl	1%	-13%	2%	-4%	-10%	-13%	-4	8%	-1%	2%
CCCCSc1nc2sc3c(c2c(=O)n1-c1ccc(OC)cc1)CCN(C)C3	-6%	7%	11%	2%	?	-3%	-1	-45%	-4%	-3%
C=CC[C@@H](Cc1ccc(F)cc1)C(=O)OC[C@@H]1CCCN1C(=O)[C@@H](CC=C)CC(=O)N(CCO)Cc1ccccc1	nt	nt	4%	nt	nt	0%	0	-13%	6%	nt
CC1(C)CC[C@]2(C(=O)O[C@@H]3OC(CO)[C@@H](O)[C@H](O)[C@H]3O)CC[C@]3(C)C(=CCC4[C@@]5(C)CC[C@H](O[C@@H]6OC(C(=O)O)[C@@H](O)[C@H](O)[C@H]6O)C(C)(C)C5CC[C@]43C)[C@@H]2C1 (stereo partly drawn)	0%	nt	-3%	nt	nt	-2%	6	-14%	-9%	nt
Cc1ccc(C(=O)NNC(=O)c2ccc3ccccc3c2O)cc1	-8%	3%	-2%	-11%	?	-1%	-6	6%	-4%	-1%
CC(C)N1CCN(Cc2cnc(-c3ccccc3)s2)CC1CCO (stereo not drawn)	-4%	10%	5%	-2%	nt	11%	-3	-28%	8%	-5%
O=C1C2ON(c3ccc(Br)cc3)C(c3cccnc3)C2C(=O)N1C1CCCCC1 (stereo not drawn)	0%	1%	-2%	5%	2%	-5%	-1	20%	0%	8%
COc1ccc2nc(SCC(=O)N3CCN(c4ccc(F)cc4)CC3)c(C#N)cc2c1	-1%	?	6%	23%	2%	nt	-20	-47%[inhibitor]	-9%[46.1 µM]	5%
COc1ccc(NC(=O)CSc2nc3c(c(=O)n2-c2ccc(C)cc2)SCC3)c(OC)c1	0%	nt	-3%	3%	-14%	-14%	13	-5%	8%[46.1 µM]	-3%
Cc1cc(Nc2ccc(C(=O)N3CCCCC3)cc2)c2cccc(C)c2n1	0%	1%	8%	?	?	9%	-2	?	2%	3%
CCCOc1ccc(C(=O)CCC(=O)OCC(=O)N(CC)c2c(N)n(Cc3ccccc3)c(=O)[nH]c2=O)cc1	0%	nt	-2%	nt	nt	nt	nt	3%	-3%	nt
Cc1cccc(-n2ccnc2SCC(=O)O)c1C	0%	3%	-3%	-1%	5%	4%	2	8%	3%	1%
CCN(C(=O)CCNC(=O)Cn1cnc2ccccc2c1=O)c1cccc(Cl)c1	-4%	-2%	11%	-5%	1%	8%	4	6%	-2%	0%
COC(=O)c1c(NC(C)=O)sc2c1CCCCC2	-1%	nt	-3%	5%	-17%	5%	-3	8%	8%[46.1 µM]	10%
O=C(NC(=S)Nc1ccccc1N1CCOCC1)c1sc2ccccc2c1Cl	1%	-15%	-1%	11%	0%	0%	2	27%	-1%[46.1 µM]	0%
OC1CC2CCC(C1)N2CCCN1c2ccccc2Sc2ccc(Cl)cc21 (stereo not drawn)	0%	nt	1%	nt	nt	nt	nt	-73%[inhibitor]	-2%	nt
Cc1ccccc1OCC(=O)NC1CCCCCCC1	0%	-3%	0%	-1%	?	-7%	-15	15%	1%	13%
COc1ccc(C)cc1NC(=O)CN1CCCN(S(=O)(=O)c2ccc(Br)cc2)CC1	1%	-5%	-3%	13%	3%	4%	0	0%	2%	14µM*
CCOC(=O)C(C)On1c(-c2ccc(Cl)cc2)nc2ccc([N+](=O)[O-])cc21 (stereo not drawn)	-2%	?	-8%	2%	7%	-1%	-26	-20%	-3%	17%
COc1cc(/C=C2\SC(=O)N(CC(=O)Nc3cccc(C)c3)C2=O)cc([N+](=O)[O-])c1O	-4%	7%	-12%	-26%	?	-5%	-30	-10%	2%	-5%

Source: PubChem (National Center for Advancing Translational Sciences (NCATS))
